# HSF-1 act – increases HSF-1 driven luciferase reporter signal; NIH3T3-HGL HSF-1 luciferase reporter, MG132, 8 h; 100% = twice DMSO control signal; activation, % at 9 µM; 300,000 compounds, 1.7% hits;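 active = mean replicate activation of at least 50% with a set share of replicates each reaching 50%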;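 note: 0% = median of the neutral control wells and 100% = twice that signal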
# HIF act – HIF pathway transcriptional activation | activation, % at 7.5 µM (by protocol) | U2OS HRE-luciferase reporter, luminescence; normalized: DMSO 0%, desferrioxamine 100% | 300,000 compounds, 0.32% hits;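 active = mean activation of at least 10% of the iron chelator positive control signal, with at least half of replicates also reaching 10%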
# GSK3 alpha inh – human GSK-3 alpha kinase inhibition; P49840; ADP-Glo luminescence, 60 min; inhibition, % at 10 µM; 320,000 compounds, 0.1% hits; AID 2650;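 in the data active = inhibition above about 50%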;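 note: GST-tagged GSK-3 alpha with peptide substrate and 25 µM ATP; 0% = DMSO neutral wells and 100% = GW8510 positive control wells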
# Target sequence (P49840 whole entry, looked up): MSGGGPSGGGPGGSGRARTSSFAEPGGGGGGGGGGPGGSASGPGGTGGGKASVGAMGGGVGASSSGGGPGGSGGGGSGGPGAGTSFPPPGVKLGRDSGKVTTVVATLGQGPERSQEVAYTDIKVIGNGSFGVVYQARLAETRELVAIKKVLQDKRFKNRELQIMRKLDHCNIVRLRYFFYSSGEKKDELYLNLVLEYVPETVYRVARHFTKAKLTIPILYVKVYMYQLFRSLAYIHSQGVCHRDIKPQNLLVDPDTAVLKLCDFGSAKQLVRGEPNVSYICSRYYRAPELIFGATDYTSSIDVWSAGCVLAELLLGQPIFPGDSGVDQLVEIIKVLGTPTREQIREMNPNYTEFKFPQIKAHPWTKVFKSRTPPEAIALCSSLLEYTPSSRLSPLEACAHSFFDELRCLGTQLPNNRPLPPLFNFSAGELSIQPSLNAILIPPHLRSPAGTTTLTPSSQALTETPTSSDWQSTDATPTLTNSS
# HSP90 inh – inhibitors of HSP90 luciferase refolding in rabbit reticulocyte lysate. 290,000 compounds, 0.91% hits. AID 1789. luciferase refolding luminescence, 3 h. inhibition, % at 5.6 µM;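 active = inhibition above the screen-wide mean plus 3 SD, computed separately per campaign, cut at about 16% in these data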;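 note: 0% = DMSO wells and 100% = 60 µM geldanamycin wells; inhibitors lower the luminescence because luciferase stays unfolded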
# aSyn UTR inh – 5' untranslated region of α-synuclein, MLPCN primary screen; alpha-synuclein 5'UTR reporter, inhibitor activity; inhibition, % (tested at 7.5 µM); 300,000 compounds, 0.82% hits; AID 1813; in the data active = inhibition above about 60%;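 note: H4 neuroglioblastoma cells stably carrying SNCA 5'UTR luciferase fusion; 0% = DMSO wells and 100% = positive control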
# AI-2 QS modul – modulates the Vibrio harveyi AI-2 quorum sensing system; Vibrio harveyi JMH597 AI-2 luminescence/OD600 ratio, 9 h; active compounds read low; strain lacks LuxN and CqsS sensors; 0 = neutral-control median; activity change, % at 7.5 µM; 300,000 compounds, 0.4% hits; in the data active = activity change below about -75%, passing the limit was not always enough;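 note: luminescence divided by OD600 gain over 9 h not by final OD600 alone; inactives centre near 13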
# HSF1 inh – HSF1 inhibition. NIH3T3-HGL HSE-luciferase, MG132-induced, luminescence 8 h; active compounds read low. activity change, negative = inhibition, % at 7.5 µM (by protocol). 300,000 compounds, 0.77% hits. AID 2098;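 active = more than half of replicate wells show activity change below -50%, luminescence cut by over half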;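 note: luciferase reports HSF-1 transcriptional activity via heat shock element; 0% = median of DMSO wells and -100% = zero luminescence signal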
# KLF5 inhibitor – suppresses KLF5 promoter-driven expression; AID 1700; inhibition, % at 5 µM; DLD-1 KLF5 promoter-luciferase reporter, luminescence; 290,000 compounds, 0.23% hits;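 active = inhibition above a per-plate limit of that plate's mean compound inhibition plus 3 SD, cut at about 60% in these data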;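 note: 0% = DMSO wells and 100% = LY294002 at 200 µM; higher means less KLF5 promoter-driven luciferase light; inactives centre near -14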
# GSK3beta inhib – human GSK3beta kinase inhibition; GST-GSK3beta kinase, ADP-Glo luminescence, 60 min; active compounds read low; 300,000 compounds, 0.038% hits; AID 2097; activity score (negative = inhibition), % at 10 µM;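 active = more than half of replicate wells score below -50%, meaning over 50% inhibition versus plate controls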;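 note: 0% = median DMSO wells and -100% = median GW8510 positive control wells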
# Target sequence (P49841 whole entry, looked up): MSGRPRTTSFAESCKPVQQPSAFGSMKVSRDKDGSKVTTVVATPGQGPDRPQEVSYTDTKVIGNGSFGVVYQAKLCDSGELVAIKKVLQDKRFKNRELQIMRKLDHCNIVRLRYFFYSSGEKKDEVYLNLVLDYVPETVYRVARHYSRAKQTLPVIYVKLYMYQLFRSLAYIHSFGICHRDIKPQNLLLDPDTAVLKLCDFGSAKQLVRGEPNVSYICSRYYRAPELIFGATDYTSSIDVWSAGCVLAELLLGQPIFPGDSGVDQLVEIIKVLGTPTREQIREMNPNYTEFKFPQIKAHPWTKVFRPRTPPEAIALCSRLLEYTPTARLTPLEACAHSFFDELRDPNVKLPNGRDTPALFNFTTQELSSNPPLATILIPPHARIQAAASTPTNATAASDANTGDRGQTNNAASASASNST
#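 test system = GST-tagged human GSK3beta kinase, cell-free | reagent = 25 µM ATP with peptide substrate | dosing = one dose of 10 µM per compound | schedule = 60 min reaction, RT | detection = luminescent ADP-Glo measurement of ADP formed | control set = DMSO neutral wells and GW8510 at 20 µM as positive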
# IEC-6 cytotox – IEC-6 cytotoxicity, counter-screen for KLF5 inhibitors; luminescence viability; inhibition, % at 5 µM; 290,000 compounds, 0.78% hits; in the data active = inhibition above about 22%;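 note: 0% = plate median of test compound wells and 100% = cytotoxic reference compound wells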
# * = called active by the depositor; / = not tested or not shown.
# Fields – HSF-1 act	HIF act	GSK3 alpha inh	HSP90 inh	aSyn UTR inh	AI-2 QS modul	HSF1 inh	KLF5 inhibitor	GSK3beta inhib	IEC-6 cytotox
Cc1ccc(C)c(CN2C(=O)c3ccccc3S(=O)(=O)c3ccc(C(=O)N4CCN(C)CC4)cc32)c1
    7	-0.6	-1	-2	19	1	1	-6	1	-3
CCCn1c(=S)[nH]c2cc(C(=O)N3CCCC(C(=O)OCC)C3)ccc2c1=O (stereo unspecified)
    -1	-0.3	-2	3	-7	-9	0	-8	4	-1
COc1ccc(/C=N/Nc2cc(N(C)C)nc(N(C)C)n2)cc1
    14	0.0	-2	1	-65	4	5	-20	-2	-3
CC1CC(C)CN(C(=O)c2cc(-c3ccccn3)nc3ccccc23)C1 (stereo unspecified)
    17	-0.5	-2	0	14	-6	8	-2	2	5
O=C(Nc1ccc(C(=O)N2CCCCC2)cc1)Nc1cccc(Cl)c1
    17	3.6	0	-4	-82	-8	21	-134	0	2
COc1ccccc1NC(=O)c1ccc(COc2ccccc2OC)cc1
    -2	-1.0	-3	/	35	18	-3	/	3	/
Cc1ccc(-c2nc(SCC(N)=O)c(C#N)c3c2CCCC3)cc1
    6	0.1	11	0	-7	20	-2	-26	0	-7
O=C(CCC(=O)Nc1ccccc1Cl)NNC(=O)Nc1cccc([N+](=O)[O-])c1
    -1	-0.3	2	0	15	22	0	9	-3	8
CCOC(=O)c1cnn(-c2nc(-c3ccc(F)cc3)cs2)c1C(F)(F)F
    7	-0.1	9	4	-1	-1	-1	-18	6	4
COc1cccc2c(Cl)c(CCCl)c(C)nc12
    -1	0.9	2	2	2	9	2	-21	-7	-2
O=C(Cn1c(=O)oc2ccccc21)NC(=O)NCc1ccccc1
    2	-0.1	/	3	13	19	-6	-2	0	1
O=C(NC1CCCc2ccccc21)c1ccc(Br)cc1 (stereo unspecified)
    17	0.2	1	0	-1	12	4	-24	1	-4
COc1ccc(C(=O)N2CCNC(=O)C2CC(=O)Nc2ccc(C)cc2)cc1 (stereo unspecified)
    -16	-0.1	-10	0	-15	31	0	3	-2	-4
CC(=O)Oc1ccc2occ(/C=N/c3cc(=O)[nH]c(=S)[nH]3)c(=O)c2c1
    0	-0.8	2	1	8	32	-3	15	2	-10
COc1ccc(N2CCN(C(=O)CNC(=O)c3nn(-c4ccc(OC)cc4)c(=O)c4ccccc34)CC2)cc1
    -1	-0.2	-1	4	7	33	-5	-29	-2	-4

# 2 records drawn at random from those above:
# Fields – HSF-1 act	HIF act	GSK3 alpha inh	HSP90 inh	aSyn UTR inh	AI-2 QS modul	HSF1 inh	KLF5 inhibitor	GSK3beta inhib	IEC-6 cytotox
COc1ccc(/C=N/Nc2cc(N(C)C)nc(N(C)C)n2)cc1
    14	0.0	-2	1	-65	4	5	-20	-2	-3
O=C(Nc1ccc(C(=O)N2CCCCC2)cc1)Nc1cccc(Cl)c1
    17	3.6	0	-4	-82	-8	21	-134	0	2

# Next results
# Fields – HSF-1 act	HIF act	GSK3 alpha inh	HSP90 inh	aSyn UTR inh	AI-2 QS modul	HSF1 inh	KLF5 inhibitor	GSK3beta inhib	IEC-6 cytotox
COc1cccc(C(=O)Nc2nnc(SCC(=O)NC3CCCC3)s2)c1
    -43	1.1	-1	-3	-45	22	-26	-40	-1	1
COc1cc(/C=N/n2c(C)n[nH]c2=S)ccc1OCc1ccccc1
    -2	1.9	13	-4	-106	39	-2	-51	1	-10
COc1ccccc1NC(=O)c1csc(-n2nc(C)cc2C(F)(F)F)n1
    -8	-0.1	-3	2	6	23	-9	-36	1	2
CC(C)NC(=O)c1cc(-c2ccc(Br)cc2)on1
    47	3.4	-4	-4	-124	7	22	-96	1	-4
O=C(N/N=C/c1ccc(O)cc1O)c1ccc(NC(=O)C2CCCCC2)cc1
    1	-1.1	-2	-6	16	-46	-3	46	4	1
CC(C)N(C(=O)Nc1ccc2nccnc2c1)C(C)C
    2	0.7	3	9	-23	29	-5	-7	1	-2
Cc1cc(C)cc(OCC(=O)Nc2ccccc2C(=O)NCc2ccco2)c1
    -13	0.0	-2	0	-8	12	-4	-22	2	-1
C[C@]1(C2CCCC2)Cc2cc(OCC(=O)O)c(Cl)c(Cl)c2C1=O
    1	-0.1	-3	/	-12	20	2	/	7	/
OCC(O)/C=N/Nc1nc(Nc2ccccc2)nc(Nc2ccccc2)n1 (stereo unspecified)
    -2	1.7	0	7	-8	23	-16	-23	5	6
Cc1cc(NC(=O)c2ccc(Cl)c(S(=O)(=O)N3CCCCC3)c2)no1
    -9	-0.2	1	2	-1	15	1	-5	3	8
O=C(COc1ccc2c(-c3ccccc3)cc(=O)oc2c1)N[C@@H](Cc1c[nH]c2ccc(O)cc12)C(=O)O
    12	-0.3	1	-4	-5	4	-3	11	2	0
COc1ccc(O)c(-c2[nH]ncc2C(=O)c2cccc(C)c2)c1
    5	-0.6	1	-5	1	5	-6	-36	1	-2
CC(=O)O[C@@H]1[C@@H](O)[C@@H](O)[C@H](Oc2c(-c3ccc(O)cc3)oc3c(CC=C(C)C)c(O)cc(O)c3c2=O)O[C@H]1C
    -6	-0.3	27	/	26	30	2	/	-13	/
O=[N+]([O-])c1cccc(-c2ccc3nnc(SCc4ccccn4)n3n2)c1
    63*	-0.4	-3	-2	10	12	12	-39	1	-12
COc1ccc(C(C(=O)NC2CCCCC2)N(CC2CCCO2)C(=O)C2COc3ccccc3O2)cc1OC (stereo unspecified)
    2	-1.1	6	-3	2	22	1	-38	1	1
O=C(NC(Cc1ccccc1)C(=O)O)OCC1c2ccccc2-c2ccccc21 (stereo unspecified)
    0	-0.2	-6	2	2	14	8	-42	0	0
O=C(N/N=C/c1ccc(-c2ccc(S(=O)(=O)Nc3ncccn3)cc2)o1)c1cc2ccccc2cc1O
    23	0.3	2	4	-5	13	3	9	0	-5
O=C(Nc1ccccc1)C1=C[C@@H](c2ccc(Br)cc2)C[C@@H](OCc2ccc(CO)cc2)O1
    13	0.4	-4	8	-6	27	14	17	1	0
Cc1cc(C(=O)N2CCCC(N3CCN(c4ccc(F)cc4)CC3)C2)no1 (stereo unspecified)
    -3	-0.1	-1	6	-23	-1	-2	1	-2	13
O=C(NC12CC3CC(CC(C3)C1)C2)c1ccco1
    4	-0.1	-2	-3	-1	19	4	-21	-2	-1
CCOC(=O)c1cnc2ccc(OCC)cc2c1N1CCN(c2ccccc2)CC1
    5	-0.2	/	1	-25	15	-3	-8	-2	0
O=C(NC1CCCc2ccccc21)N[C@@H](Cc1ccccc1)C(=O)O (stereo partly specified)
    -9	-1.2	-5	-2	7	10	-4	-30	-2	1
CC1C/C(=N\NC(=O)c2ccc([N+](=O)[O-])cc2)CC(C)(C)C1 (stereo unspecified)
    -19	-0.1	-1	0	-21	21	-4	-26	1	4
COC(=O)[C@@H](Cc1c[nH]c2ccccc12)NC(=O)CCC(=O)c1ccc(F)cc1
    -6	-0.9	-1	-3	-11	22	4	-20	1	-2
N#Cc1c(Cl)nsc1NCCN1CCOCC1
    24	0.9	-2	5	10	18	-4	2	2	1
Cc1ccc(C(=O)Nc2nc3c(s2)CCCC3)o1
    60*	-1.6	2	6	-10	14	25	-97	1	2
CCN1CC(CN(C)Cc2nc(-c3ccc(C(F)(F)F)cc3)oc2C)CC1=O (stereo unspecified)
    1	0.0	/	-1	-11	19	-1	13	2	3
COc1ccc(/C=N\NC(=O)c2ccc(=O)[nH]n2)cc1O
    -12	0.1	1	2	-7	3	-6	1	2	-3
COc1ccc(C(C)(C)NC(=O)C2CCC(=O)N(C3CCCC3)C2)cc1OC (stereo unspecified)
    13	0.1	0	0	6	7	-7	-43	5	6
O=C(CSc1nnc2c3ccccc3c3ccccc3c2n1)Nc1ccccc1
    8	0.2	-1	0	-33	10	8	0	1	1
N#Cc1c(-c2cccnc2)c2c([nH]c1=O)-c1ccccc1OC2
    -9	-0.4	13	-3	-3	-7	-3	-4	1	-7
CCc1ccc(C2=C/C(=C/c3cccnc3)C(=O)O2)cc1
    8	-0.3	-2	-8	-15	12	3	-23	2	-5
CC(=O)Nc1ccc(NC(=O)CCCCCN2C(=O)c3ccccc3C2=O)cc1
    -1	-0.5	0	4	1	10	0	-26	2	-5
O=[N+]([O-])c1ccccc1/C=C/C=N/n1c(-c2ccc(Cl)cc2)n[nH]c1=S
    -4	-4.2	-2	1	7	32	-1	-3	2	1
CC1CCc2sc(C(=O)N3CCN(c4ncccn4)CC3)cc2C1 (stereo unspecified)
    11	0.6	-4	3	26	12	2	-9	2	6
CCCc1cc(=O)oc2c(C)c(OCC(=O)Nc3ccc(CN4CCOCC4)cc3)ccc12
    49	0.0	-2	-1	9	20	22	-29	-1	1
O=C(CSc1nnc2n1CCCN2C(=S)Nc1ccc(Cl)cc1)c1ccccc1
    23	0.8	0	1	-30	-1	22	-5	-2	7
Cc1noc(C)c1COC(=O)c1ccc2ccccc2n1
    -2	-0.1	1	2	-7	12	1	-8	6	-2
Cc1onc(-c2ccccc2)c1C(=O)Nc1sccc1C#N
    -2	-1.2	0	-1	26	17	-8	-9	-2	-1
CC(C)Cn1c(SC(C)C(=O)Nc2ccc3c(c2)OCCO3)nc2ccccc2c1=O (stereo unspecified)
    21	-0.3	/	0	30	19	10	10	0	2
CN(C(=O)c1ccc2c(c1)OCO2)C1CCS(=O)(=O)C1 (stereo unspecified)
    0	0.4	-1	/	4	20	-1	/	6	/
O=c1[nH]cnc2scc(-c3ccc(-c4ccccc4)cc3)c12
    58*	1.3	1	2	-88	10	14	-137	4	-4
Cc1cc(Cl)ccc1Oc1ccc(C(N)=O)cc1[N+](=O)[O-]
    5	1.0	0	-1	-6	-5	-4	-27	4	-6
Cc1ccc(NC(=O)CN(C)S(=O)(=O)c2ccc3[nH]c(=O)oc3c2)c(C)c1
    -9	-0.4	1	4	-5	-5	-4	-17	-1	0
CC(C)CCN1CCN(Cc2cccc(C(F)(F)F)c2)CC1CCO (stereo unspecified)
    3	0.3	-2	1	-3	23	-1	-18	0	3
Cc1ccc(Nc2ncccc2C(=O)O)cc1C
    18	2.0	-6	0	-104	-79*	1	-72	6	5
CC(C)OCC1Cn2c(nc3c2c(=O)n(C)c(=O)n3C)O1 (stereo unspecified)
    6	-0.3	-2	-4	2	26	-5	-10	-2	3
Cc1ccc(-n2cc(CNCCc3ncc(C)[nH]3)c(-c3ccc(F)cc3)n2)cc1
    14	0.4	-2	-4	-24	6	7	-34	-1	-4
COc1ccc(-n2ncc3c(N4CCc5ccccc54)ncnc32)cc1
    21	2.4	3	0	-240	18	-1	-26	-1	0

# As entered above:
# Value for `CC(C)OCC1Cn2c(nc3c2c(=O)n(C)c(=O)n3C)O1` (stereo unspecified) under GSK3 alpha inh: -2
# Value for `COc1ccc(-n2ncc3c(N4CCc5ccccc54)ncnc32)cc1` under HSF1 inh: -1
# Value for `Cc1ccc(-n2cc(CNCCc3ncc(C)[nH]3)c(-c3ccc(F)cc3)n2)cc1` under HSF-1 act: 14

# Compounds as they come; any-hit rate near 4.7%.
